RPL19A TOR yeast – alters RPL19A-GFP fluorescence in TOR pathway yeast screen; hit rate 0.3% among 330,000; percent response vs DMSO, % at 10 µM; S. cerevisiae RPL19A-GFP strain, flow cytometry, 3 h; hits give low values;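 active means percent response vs DMSO below 50%; inconclusive means fewer than 70 events counted for the yeast strain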;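 further: median channel GFP fluorescence of the barcoded RPL19A-GFP strain; ratio of sample median GFP to plate DMSO average so 100% = DMSO; lower means less RPL19A-GFP as with rapamycin TOR inhibition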
AGP1 TOR yeast – modulators of TOR pathway AGP1-GFP in S. cerevisiae | S. cerevisiae AGP1-GFP multiplex flow cytometry, 3 h; GFP as percent of DMSO wells | GFP response vs DMSO, % at 10 µM | hit rate 0.02% among 320,000;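 active means GFP response relative to DMSO above a set limit, near screen average plus 3 SD, cut at about 150% in these data; inconclusive means fewer than 70 cells counted for the yeast strain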;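 further: median GFP channel fluorescence of the gated AGP1 strain per well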
MEP2-GFP yeast – modulators of TOR pathway MEP2-GFP in S. cerevisiae. GFP response vs DMSO, % at 10 µM. S. cerevisiae MEP2-GFP strain, flow cytometry GFP, 3 h; 100% = DMSO control level. hit rate 0.51% among 330,000;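 active means GFP response versus DMSO above a set limit, roughly screen mean plus 3 SD, cut at about 180% in these data; inconclusive means fewer than 70 cells counted for a yeast strain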;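 further: median GFP fluorescence of the barcode-gated MEP2-GFP cells per well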
Yeast superoxide – caloric restriction mimetics inhibiting age-related superoxide in yeast; S. cerevisiae aged cells, superoxide DHE fluorescence; hits give low values; superoxide response (% of plate mean), % at 10 µM; hit rate 0.18% among 330,000; AID 2690;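 active means superoxide response under a set limit, about three screen SD below normal, cut at about 65% in these data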;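 further: yeast aged for seven days with compound at 30 °C before DHE staining; 100% = average MFI of all compound-treated wells on the plate with controls excluded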
CIT2 TOR yeast – modulators of TOR pathway CIT2-GFP in S. cerevisiae; S. cerevisiae CIT2-GFP strain, flow cytometry, 3 h; 100 means same as DMSO wells; GFP response vs DMSO, % at 10 µM; hit rate 0.065% among 320,000; AID 2029;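 active means GFP response relative to DMSO above a set limit, near the screen mean plus 3 SD, cut at about 150% in these data; inconclusive means Fewer than 70 cells measured for a yeast strain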;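 further: ratio of well median GFP fluorescence to mean of DMSO wells on the plate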
AHR act – activates the human aryl hydrocarbon receptor. P35869. AHR-responsive luciferase reporter cells, luminescence. activation, % at 5 µM. hit rate 2.5% among 320,000; in the data active means activation above about 47%;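 further: 0% = vehicle wells and 100% = reference agonist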
Target sequence (P35869 whole entry, looked up): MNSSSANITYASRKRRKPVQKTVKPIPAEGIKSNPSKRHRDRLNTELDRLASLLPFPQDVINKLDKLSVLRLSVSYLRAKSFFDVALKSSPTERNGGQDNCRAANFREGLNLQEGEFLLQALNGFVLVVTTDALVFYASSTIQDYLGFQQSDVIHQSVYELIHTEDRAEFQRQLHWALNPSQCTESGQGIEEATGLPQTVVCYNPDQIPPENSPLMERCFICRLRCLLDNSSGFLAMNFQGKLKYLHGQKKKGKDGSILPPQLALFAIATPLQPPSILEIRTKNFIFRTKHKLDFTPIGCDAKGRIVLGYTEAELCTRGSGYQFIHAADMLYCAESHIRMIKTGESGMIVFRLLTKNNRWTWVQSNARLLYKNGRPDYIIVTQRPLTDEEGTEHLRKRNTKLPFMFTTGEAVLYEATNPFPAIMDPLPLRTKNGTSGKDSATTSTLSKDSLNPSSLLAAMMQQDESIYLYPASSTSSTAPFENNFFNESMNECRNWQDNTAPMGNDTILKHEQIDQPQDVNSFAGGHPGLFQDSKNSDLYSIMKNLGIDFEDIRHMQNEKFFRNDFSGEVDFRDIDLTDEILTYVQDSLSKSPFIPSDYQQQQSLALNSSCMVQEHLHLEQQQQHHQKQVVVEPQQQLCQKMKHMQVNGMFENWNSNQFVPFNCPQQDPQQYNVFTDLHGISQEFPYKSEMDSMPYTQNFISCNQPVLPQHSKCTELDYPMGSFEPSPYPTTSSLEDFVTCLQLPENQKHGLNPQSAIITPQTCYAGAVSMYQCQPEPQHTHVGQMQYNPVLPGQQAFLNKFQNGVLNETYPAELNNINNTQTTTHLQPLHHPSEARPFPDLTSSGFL
LAP4 TOR yeast – yeast TOR pathway LAP4-GFP modulation. S. cerevisiae LAP4-GFP multiplex, flow cytometry GFP, 3 h; median GFP as percent of DMSO wells. hit rate 0.34% among 320,000. GFP response vs DMSO, % at 10 µM;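 active means GFP response vs DMSO above a set limit, about the screen mean plus 3 SD, cut at about 150% in these data; inconclusive means under 70 cell events counted for the yeast strain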
Efflux pump inh – antifungal efflux pump inhibition, Nile Red retention; S. cerevisiae Candida pump triplex; hit rate 0.44% among 330,000; inhibition, % at 10 µM; AID 485275;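 active means plate passing quality check with inhibition over a set limit, or well fluorescence over plate mean plus 4 SD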;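 further: Nile Red retained in pooled yeast measured as flow cytometry median fluorescence; 0% = buffer negative control and 100% = Enniatin B positive control; higher means more Nile Red kept so more efflux inhibition; some compounds called inactive have numbers as strong as hits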
Active calls of the source: *; u = inconclusive; x = not tested or not shown; & = joins results of further samples; [ ] = another dose, or the depositor's remark.

SMILES	RPL19A TOR yeast	AGP1 TOR yeast	MEP2-GFP yeast	Yeast superoxide	CIT2 TOR yeast	AHR act	LAP4 TOR yeast	Efflux pump inh
COC(=O)C1=CC(C(=O)c2cccs2)=NN(c2ccc(OC)cc2)C1C(=O)OC (configuration not stated)	101	93	99	87	91	1	99	0.2
Cc1ccc(C)c(N(CC(=O)NCCSCc2ccco2)S(C)(=O)=O)c1	85	x	90	117	92	0	85	0.1
Cc1nc2ccccn2c1C(=O)N=Nc1c(O)[nH]c2ccccc12	105	103	102	94	115	8	100	-0.2
Cn1nnc(NC(=S)NC(=O)c2cccc3c(Cl)cccc23)n1	101	103	107	110	101	0	102	0.1
CN(C)c1ccc(/C=C2\N=C(c3ccc(Cl)c([N+](=O)[O-])c3)NC2=O)cc1	112	104	117	106	121	11	92	0.5
CC1CCCCN1C(=O)C1CCCCN1S(=O)(=O)c1cccc([N+](=O)[O-])c1 (configuration not stated)	104	100	98	107	109	1	106	-0.1
N#CCSc1ncnc2sc3c(c12)CCC3	102	108	103	97	105	6	100	-0.1
COc1ccc(CCNC(=O)CCNS(=O)(=O)c2cccc3nonc23)cc1OC	93	100	94	90	98	-1	88	1.2
Cc1c(Cl)c([N+](=O)[O-])nn1Cc1ccc(C(=O)NN)o1	99	104	99	108	106	8	108	0.1
CCOc1cc2[nH]c(=S)n(C3CC3)c(=O)c2cc1OCC	97	95	97	101	95	25	99	0.1
Cc1c(OCC(=O)NCCCN2CCOCC2)ccc2c3c(c(=O)oc12)CCC3	56[may fluoresce violet]	u	167[may fluoresce violet]	87	u	-2	81[may fluoresce violet]	0.0
NS(=O)(=O)c1ccc(NC(=O)C2Cc3ccccc3CN2C(=O)c2ccco2)cc1 (configuration not stated)	94	96	87	81	96	0	98	-0.5
CC(=O)c1ccc(S(=O)(=O)N2CCC(C(=O)Nc3ncc(C)s3)CC2)cc1	102	101	107	107	112	1	93	-0.1
O=C(c1cccs1)N(c1ccc(Cl)cc1)C1C=CS(=O)(=O)C1 (configuration not stated)	95	106	97	94	107	0	107	0.0
CCC(=O)Nc1cccc(-c2ccc(N3CCN(C)CC3)nn2)c1	98	99	109	94	100	5	97	-0.4
COc1ccc(NC(=O)COC(=O)CCNS(=O)(=O)c2ccccc2)cc1OC	97	86	88	94	84	1	78	-0.1
Cc1cc(=O)[nH]c2c1c(C)nn2-c1ccccc1	97	97	97	102	100	62*	100	0.1
Cc1ccccc1OCCC(=O)OCC(=O)N(C)c1c(N)n(Cc2ccccc2)c(=O)[nH]c1=O	100	94	96	112	98	0	85	0.1
O=C(Nc1ccncc1)c1cc(S(=O)(=O)N2CCN(c3ccccc3)CC2)ccc1Cl	97	105	96	103	106	-1	98	0.0
S=c1[nH]nc(C2CCCCC2)n1/N=C/c1ccccc1	100	90	105	101	94	0	97	-0.1
O=C(Nc1cccc([N+](=O)[O-])c1)Nc1ccc2c(c1)OCCO2	103	104	103	104	100	20	103	0.0
CCOc1ccc(CCNC(=O)COC(=O)/C=C/c2cccc(OC)c2)cc1OCC	93	97	97	94	90	0	96	0.0
O=C(Nc1ccc(NC(=O)C2CC2)nc1)c1cccs1	98	98	97	99	96	0	97	0.0
CCc1cc(=O)oc2c3c(cc(OCC(=O)NCc4ccncc4)c12)OC(C)(C)CC3	94	96	103	114	95	13	96	0.1
CN(C)S(=O)(=O)c1ccc(Nc2ccc(-c3ccc4c(c3)OCCO4)nn2)cc1	101	99	105	89	104	7	98	-0.2

Continued, starting with the last two of the part before.
SMILES	RPL19A TOR yeast	AGP1 TOR yeast	MEP2-GFP yeast	Yeast superoxide	CIT2 TOR yeast	AHR act	LAP4 TOR yeast	Efflux pump inh
CCc1cc(=O)oc2c3c(cc(OCC(=O)NCc4ccncc4)c12)OC(C)(C)CC3	94	96	103	114	95	13	96	0.1
CN(C)S(=O)(=O)c1ccc(Nc2ccc(-c3ccc4c(c3)OCCO4)nn2)cc1	101	99	105	89	104	7	98	-0.2
CCOc1ncccc1C(=O)OCC(=O)NCCc1ccc(OC)cc1	97	95	102	96	97	1	102	0.1
Cn1c(N)c(C(=O)COC(=O)C2CCCCC2)c(=O)n(C)c1=O	95	98	89	100	94	1	94	0.0
Cc1c(C(=O)NCCN2CCOCC2)oc2ccc(Br)cc12	93	105	91	101	87	2	108	0.2
O=C(Nc1ccccc1)c1ccc(NCc2ccco2)c(S(=O)(=O)N2CCOCC2)c1	95	103	109	94	93	11	x	-0.1
CN1CCC(=O)N([C@H](CN=[N+]=[N-])Cc2ccccc2)CC1	97	83	98	97	68	0	128	-0.1
CC(=O)C1C(c2ccc([N+](=O)[O-])cc2)c2c(noc2C)CC1(C)O (configuration not stated)	111	114	114	107	120	0	109	-0.1
CC1(C)Oc2ccc3ccc(=O)oc3c2/C(=C/Nc2cccc(O)c2)C1=O	103	100	108	105	116	0	108	0.0
O=C(Nc1ccccc1C(=O)NCc1cccnc1)c1ccccc1F	104	103	108	102	99	2	103	0.2
CCOC(=O)/C(C#N)=c1/s/c(=C2\C=Cc3ccccc3N2CC)c(=O)n1CC	101	91	104	108	98	5	102	0.3
Nc1sc2c([n+]1CCCS(=O)(=O)[O-])CCCC2	100	95	108	93	97	6	90	2.1
COC(=O)c1ccc(CSc2nc3c(c(=O)n2-c2ccc(C)cc2)SCC3)o1	80	103	101	105	96	0	172*	-0.1
Cc1cccc(NC(=O)C2CCN(S(=O)(=O)c3ccc4c(c3)C(C)(C)C(=O)N4C)CC2)c1C	101	102	101	103	98	-2	101	0.1
COc1cc2sc3cc(NCc4ccc(C)o4)ccc3c(=O)c2cc1OC	87	81	88	120	76	9	91	0.4
CSc1ccccc1C(=O)Nc1cccc(C(C)O)c1 (configuration not stated)	97	93	98	99	90	-1	101	0.2
C=CCN1N=C(/C=C/c2ccc(OC)cc2)CCC1=O	99	91	103	89	99	11	89	0.0
CCOc1ccccc1N1CC(C(=O)Nc2cc(Cl)ccc2C)CC1=O (configuration not stated)	101	99	108	103	97	3	92	0.1
CCCC(=O)NC(c1ccc(OC)cc1)c1c(O)ccc2ccccc12 (configuration not stated)	111	100	113	82	96	2	116	-0.1
CC(C)(C)NC(=O)CSc1nc(O)cc(=O)n1-c1ccccc1	99	100	105	103	98	1	97	-0.1
CC(=O)Nc1ccc(C2Nc3cc(C)c(C)cc3NC3=C2C(=O)CC(C)(C)C3)cc1 (configuration not stated)	103	103	104	96	101	10	93	-0.1
O=C(COc1ccc(Cl)cc1)Nc1cccc(S(=O)(=O)NCc2ccco2)c1	102	106	106	101	90	-1	106	0.0
CC1(C)Cc2c(sc3nc[nH]c(=O)c23)CO1	99	108	103	102	104	2	104	-0.3
Cc1c(Cl)cccc1NC(=O)CSc1nccn1C	100	96	108	115	103	4	102	-0.2
COc1cc(/C=N/NC(=O)COc2cccc(F)c2)ccc1OS(=O)(=O)c1ccc(C)cc1	94	116	93	101	89	-2	99	0.4
Cc1oc(-c2ccccc2F)nc1CS(=O)(=O)CC(=O)N1CCN(c2ccccc2)CC1	104	108	97	102	117	4	113	0.1
Cc1cc(SCC(=O)O)nc2ccccc12	103&103	105&107	105&107	100&93	98&106	1&-2	111&102	0.0&0.0

4 entries from above, reformatted:
CC1(C)Oc2ccc3ccc(=O)oc3c2/C(=C/Nc2cccc(O)c2)C1=O
  RPL19A TOR yeast = 103; AGP1 TOR yeast = 100; MEP2-GFP yeast = 108; Yeast superoxide = 105; CIT2 TOR yeast = 116; AHR act = 0; LAP4 TOR yeast = 108; Efflux pump inh = 0.0
O=C(Nc1ccccc1C(=O)NCc1cccnc1)c1ccccc1F
  RPL19A TOR yeast = 104; AGP1 TOR yeast = 103; MEP2-GFP yeast = 108; Yeast superoxide = 102; CIT2 TOR yeast = 99; AHR act = 2; LAP4 TOR yeast = 103; Efflux pump inh = 0.2
CCOC(=O)/C(C#N)=c1/s/c(=C2\C=Cc3ccccc3N2CC)c(=O)n1CC
  RPL19A TOR yeast = 101; AGP1 TOR yeast = 91; MEP2-GFP yeast = 104; Yeast superoxide = 108; CIT2 TOR yeast = 98; AHR act = 5; LAP4 TOR yeast = 102; Efflux pump inh = 0.3
Nc1sc2c([n+]1CCCS(=O)(=O)[O-])CCCC2
  RPL19A TOR yeast = 100; AGP1 TOR yeast = 95; MEP2-GFP yeast = 108; Yeast superoxide = 93; CIT2 TOR yeast = 97; AHR act = 6; LAP4 TOR yeast = 90; Efflux pump inh = 2.1

The listing picks up with the 5 entries that preceded the break.
SMILES	RPL19A TOR yeast	AGP1 TOR yeast	MEP2-GFP yeast	Yeast superoxide	CIT2 TOR yeast	AHR act	LAP4 TOR yeast	Efflux pump inh
CC1(C)Cc2c(sc3nc[nH]c(=O)c23)CO1	99	108	103	102	104	2	104	-0.3
Cc1c(Cl)cccc1NC(=O)CSc1nccn1C	100	96	108	115	103	4	102	-0.2
COc1cc(/C=N/NC(=O)COc2cccc(F)c2)ccc1OS(=O)(=O)c1ccc(C)cc1	94	116	93	101	89	-2	99	0.4
Cc1oc(-c2ccccc2F)nc1CS(=O)(=O)CC(=O)N1CCN(c2ccccc2)CC1	104	108	97	102	117	4	113	0.1
Cc1cc(SCC(=O)O)nc2ccccc12	103&103	105&107	105&107	100&93	98&106	1&-2	111&102	0.0&0.0
O=C(COC(=O)/C=C/c1cccc(Cl)c1)NCCC1=CCCCC1	97	94	100	91	91	0	100	0.0
O=c1c(-c2n[nH]c(=S)o2)cccn1Cc1ccccc1	88	x	95	106	100	0	96	0.0
CN(CC(=O)Nc1ccncc1)S(=O)(=O)c1ccc(Cl)cc1	101	107	103	78	108	11	99	0.0
COCCn1c(=O)[nH]c2cc(C(=O)NCCc3ccc(OC)c(OC)c3)ccc2c1=O	100	107	98	100	108	-1	94	-0.1
C#CCNC(=O)C1=C[C@@H](c2csc3ccccc23)[C@H](CCCO)[C@@H](OCC)O1	109	96	91	99	114	3	103	0.0
CC1CC2=C(C(=O)O1)C(C)Nc1ccccc1N2 (configuration not stated)	103	96	108	100	94	0	96	0.4
CCOCCCN(CCC#N)S(=O)(=O)c1ccc(S(=O)(=O)N2CCCC2)cc1	94	93	101	107	97	4	97	0.2
O=C(COC(=O)c1ccc(Br)o1)Nc1ncc([N+](=O)[O-])s1	104	100	98	107	103	2	98	-0.2
CCCCNC(=O)c1ccc2c(c1)N(CC)C(=O)c1ccccc1S2(=O)=O	95	101	97	84	120	24	101	-0.1
CCOc1ccc(C2/C(=C(\O)c3cccc(OC)c3)C(=O)C(=O)N2c2cc(C)on2)cc1OC (configuration not stated)	105	90	104	99	114	2	103	-0.1
c1ccc(NCc2nnc3n2CCCCC3)cc1	102	102	111	96	100	1	102	0.0
NC(=O)CSc1nnc(NC(=O)c2ccc(S(=O)(=O)N3CCOCC3)cc2)s1	93	99	92	107	97	-3	91	-0.2
CNC(=S)N/N=C/c1cn(Cc2ccc(C)cc2)c2ccccc12	106	98	109	94	96	34	99	0.5
C=CCn1c(C)nnc1SCC(=O)Nc1ccc2c(c1)OCCO2	96	108	105	104	102	3	102	0.4
COc1ccc(NC(=S)N2CCN(C(=O)c3ccco3)CC2)c(OC)c1	99	91	73	98	97	3	81	-0.3
COc1ccc(F)cc1CN1CCN(C(=O)CCC(=O)Nc2nnc(CC(C)C)s2)CC1	105	104	101	81	111	-2	99	0.0

Screening results deposited in PubChem BioAssay by several laboratories.
